D3 antag – blocks the human D3 dopamine receptor. P35462. D3R cells, DiscoveRx beta-arrestin luminescence, antagonist mode; stronger effect = lower value. max response, negative = inhibition, %. actives 2.5% (n = 360,000); in the data active = max response below about -50%; inconclusive = no clear call, values can overlap the other calls; note: % is set by controls: 0 for no effect and ±100 for the full control effect; mostly tested at two doses, the higher about 12 µM
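Cells plated overnight at 1500 cells/well, then exposed to library compounds with dopamine controls for 90 minutes at 37 degrees C. DiscoveRx reagent added for 30–60 minutes at room temperature; luminescence read, quantitative HTS format.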
TDP-43 yeast inh – TDP-43 toxicity inhibition in yeast; TDP-43 expressing yeast growth rescue, BacTiter-Glo, 24 h; Potency, µM (highest dose often 46.1 µM), for inactives: at the highest dose growth rescue (activation), hits mostly activators; actives 1.8% (n = 410,000); note: potency is the fitted concentration of half-maximal effect; % of control where 0% means no effect; nearly all actives have a fitted effect of over 50% in size
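Growth rescue of TDP-43-toxic yeast measured as ATP luminescence (BacTiter-Glo). Cells grown to mid-log in raffinose, induced in galactose at OD600=0.02, exposed to compound 24 hr at 30 deg C.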
EPAC2 agonist – activates human EPAC2 exchange factor; Q8WZA2; EPAC2 activation, biochemical qHTS; response scale: 100% = 6.5 mM cAMP response; actives 0.079% (n = 360,000); Potency, µM (doses to about 154 µM), for inactives: top-dose activation, most hits filed as activators; note: potency is the fitted concentration of half-maximal effect; nearly all actives have a fitted effect of over 50% in size
Target sequence (Q8WZA2 whole entry, looked up): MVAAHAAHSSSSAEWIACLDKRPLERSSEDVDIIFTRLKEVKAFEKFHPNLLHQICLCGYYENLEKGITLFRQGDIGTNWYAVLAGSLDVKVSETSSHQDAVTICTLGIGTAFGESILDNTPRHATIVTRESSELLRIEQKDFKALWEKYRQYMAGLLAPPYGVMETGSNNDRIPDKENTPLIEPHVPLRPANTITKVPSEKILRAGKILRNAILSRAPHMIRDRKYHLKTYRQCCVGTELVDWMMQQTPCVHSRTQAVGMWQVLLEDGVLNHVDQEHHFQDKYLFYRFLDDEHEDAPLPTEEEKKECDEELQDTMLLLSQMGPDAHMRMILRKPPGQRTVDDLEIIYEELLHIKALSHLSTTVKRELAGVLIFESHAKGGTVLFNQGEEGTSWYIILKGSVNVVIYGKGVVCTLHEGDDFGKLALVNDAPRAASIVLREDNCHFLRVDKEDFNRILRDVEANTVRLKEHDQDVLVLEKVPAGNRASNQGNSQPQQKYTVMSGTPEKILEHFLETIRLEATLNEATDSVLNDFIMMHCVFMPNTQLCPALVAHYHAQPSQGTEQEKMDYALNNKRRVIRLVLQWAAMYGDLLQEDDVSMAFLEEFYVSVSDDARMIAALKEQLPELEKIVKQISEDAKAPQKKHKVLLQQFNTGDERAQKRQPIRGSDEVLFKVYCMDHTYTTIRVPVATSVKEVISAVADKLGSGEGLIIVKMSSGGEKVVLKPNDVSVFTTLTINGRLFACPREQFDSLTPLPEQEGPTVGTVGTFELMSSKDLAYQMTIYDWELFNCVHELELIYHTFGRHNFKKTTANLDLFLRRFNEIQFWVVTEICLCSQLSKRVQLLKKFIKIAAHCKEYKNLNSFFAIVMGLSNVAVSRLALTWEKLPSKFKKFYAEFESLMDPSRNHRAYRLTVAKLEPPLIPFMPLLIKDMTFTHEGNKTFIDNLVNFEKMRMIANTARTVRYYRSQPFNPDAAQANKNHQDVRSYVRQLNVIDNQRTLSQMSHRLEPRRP
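Compounds were added across a concentration range to EPAC2 (100 nM), RAP1B-BODIPY-GDP (250 nM) and GDP (50 uM). After 5 min at room temperature, fluorescence was recorded at 5-min intervals for 30 min.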
DRD3 agonist – D3 dopamine receptor (human) agonism | max activation, % | actives 0.58% (n = 410,000) | D3R DiscoveRx beta-arrestin cells, luminescence, 90 min | P35462; in the data active = max activation above about 30%; note: 0% is about no effect; mostly tested at two doses, the higher about 12 µM
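Agonist-mode cell screen: cells plated at 1500/well and incubated overnight at 37 °C, then exposed to library compounds for 90 min at 37 °C. Detection reagent was added for 30–60 min at room temperature, and luminescence was read.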
aSyn rescue – rescues yeast growth from alpha-synuclein toxicity; Yeast expressing alpha-synuclein, growth rescue, BacTiter-Glo, 24 h; Potency, µM (titrated, usually from 46.1 µM), inactives show at the top dose growth rescue (activation), hits mostly activators; actives 0.14% (n = 370,000); AID 652106; note: potency is the fitted concentration of half-maximal effect; % of control where 0% means no effect; nearly all actives have a fitted effect of over 65% in size
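Rescue of yeast growth: cells expressing toxic alpha-synuclein, induced in galactose at OD600 0.02, incubated with compound 24 h at 30 C. ATP luminescence quantified growth; inhibitors of toxicity appear as activators.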
Abeta yeast res – restores growth of yeast expressing A-beta42 peptide; AID 1347071; Potency, µM (series often up to 46.1 µM), for inactives: at the top dose growth rescue, hits mostly activators; yeast expressing A-beta42, growth rescue, OD600, 48 h; response scale: 0% DMSO, 100% iron-clioquinol control; actives 0.063% (n = 410,000); note: potency is the fitted concentration of half-maximal effect; nearly all actives have a fitted effect of over 55% in size
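Yeast A-beta toxicity model in growth medium with pinned compounds, 48 h at 30 C; growth read as absorbance at 600 nm. Normalized to FeCl3/clioquinol equimolar mix (positive) and DMSO (negative).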
FUS suppressor – suppressors of FUS proteinopathy in yeast | S. cerevisiae FUS-expressing, growth rescue, OD600, 24 h | Potency, µM (series often up to 76.6 µM), for inactives: at the highest dose growth rescue (activation), most hits filed as activators | actives 0.24% (n = 390,000) | AID 1347120;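 note: potency is the fitted concentration of half-maximal effect; plate controls were DMSO vehicle for no effect and reference control for full effect; nearly all actives have a fitted effect of over 55% in size; some results filed as inactive show a strong effect at the top dose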
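Absorbance at 600 nm, taken 24hr after compound addition, measured rescue of FUS-yeast growth at 30C. Induction used 2% galactose with seeding at OD 0.005. Controls: CP55940 from 92uM final, DMSO only.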
EPAC2 antagonist – blocks human EPAC2 exchange factor. Q8WZA2. EPAC2 GEF exchange of Rap1B-BODIPY-GDP, fluorescence. Potency, µM (doses to about 114 µM), for the others: at the top dose activity, negative = inhibition, most hits filed as inhibitors. actives 0.18% (n = 360,000). AID 720708; note: potency is the fitted concentration of half-maximal effect; % is set by controls: 0 for no effect and ±100 for the full control effect; nearly all actives have a fitted effect of over 45% in size; many of its hits are not listed in these tables
* = called active by the depositor; [ ] = another dose, or the depositor's remark. Unless noted, calls come from the whole dose curve; as a rule, active = well fitted curve in the direction sought with a large enough effect; inconclusive = small, poorly fitted or top-dose-only effect, or another doubt; inactive = no such curve, though single readings can be large; an effect the other way counts as inactive or inconclusive. Only part of the results is shown. The share of hits here may be higher or lower than overall.

What do the screens show for `O=C(CSc1nc2ccccc2[nH]1)c1ccccc1F`?
D3 antag: -14; TDP-43 yeast inh: -4%; EPAC2 agonist: 14%; DRD3 agonist: -8; aSyn rescue: 0%; Abeta yeast res: -2%; FUS suppressor: 13%; EPAC2 antagonist: -6%

What do the screens show for `COC(=O)CCc1nc2c(C#N)c(-c3ccc(Cl)cc3)ccn2n1`?
D3 antag: 6; TDP-43 yeast inh: 18%[9.22 µM]; EPAC2 agonist: -18%; DRD3 agonist: 5; aSyn rescue: 1%; Abeta yeast res: -16%; FUS suppressor: 6%; EPAC2 antagonist: -5%

Results for CCOc1ccc(S(=O)(=O)N2CCC(n3c(C)nc4cccnc43)CC2)cc1 ?
TDP-43 yeast inh: 0%; DRD3 agonist: -10; Abeta yeast res: -13%; FUS suppressor: 24%

How did CCOC(=O)N1CCN(C(=O)COC(=O)c2cc(Cl)cc(Cl)c2)CC1 do in these assays?
D3 antag: -8; TDP-43 yeast inh: 10%; EPAC2 agonist: 10%; DRD3 agonist: -4; aSyn rescue: -1%; Abeta yeast res: -1%; FUS suppressor: -3%; EPAC2 antagonist: 20%

Results for O=C(NCc1ccccc1)c1ccc(CN(c2ccccn2)S(=O)(=O)c2ccccc2)cc1 ?
D3 antag: -9; TDP-43 yeast inh: 16%; EPAC2 agonist: 4%; DRD3 agonist: -1; aSyn rescue: 0%; Abeta yeast res: 7%; FUS suppressor: 16%; EPAC2 antagonist: -5%

What do the screens show for `O=C(OCCN(C1=NS(=O)(=O)c2ccccc21)c1ccc(Cl)cc1)c1ccco1`?
D3 antag: -14; TDP-43 yeast inh: 6%; EPAC2 agonist: 2%; DRD3 agonist: -3; aSyn rescue: 16%; Abeta yeast res: 8%; FUS suppressor: 37%; EPAC2 antagonist: 3%

Results for CCN1C(=O)[C@@H]2Cc3c([nH]c4ccccc34)C(c3cc(OC)c(OC)c(OC)c3)N2C1=S (stereo partly specified) ?
D3 antag: -13; TDP-43 yeast inh: 19%; EPAC2 agonist: -1%; DRD3 agonist: 1; aSyn rescue: -4%; Abeta yeast res: 4%; FUS suppressor: -12%; EPAC2 antagonist: -6%

What do the screens show for `Cc1cc(NC(=O)c2cc(C(C)C)on2)no1`?
D3 antag: -10; TDP-43 yeast inh: -16%; EPAC2 agonist: 15%; DRD3 agonist: 4; aSyn rescue: -4%; Abeta yeast res: 16%; EPAC2 antagonist: 1%

Results for Cc1cc(C(=O)Nc2sccc2C#N)c2ccccc2n1 ?
D3 antag: 8; TDP-43 yeast inh: 6%; EPAC2 agonist: -1%; DRD3 agonist: 8; aSyn rescue: -2%; Abeta yeast res: 10%; FUS suppressor: 27%; EPAC2 antagonist: 2%

How did COc1ccc(/C=N/NC(=S)NCCc2ccccc2)cc1 do in these assays?
D3 antag: -13; TDP-43 yeast inh: 12%; EPAC2 agonist: 14%; DRD3 agonist: -6; aSyn rescue: 0%; Abeta yeast res: 22%; FUS suppressor: -15%; EPAC2 antagonist: -22%

How did Cc1cc(C)c2sc(NC(=O)CN3C(=O)CCC3=O)nc2c1 do in these assays?
D3 antag: -6; TDP-43 yeast inh: -20%; EPAC2 agonist: 2%; DRD3 agonist: -12; aSyn rescue: -4%; Abeta yeast res: -22%; FUS suppressor: 6%; EPAC2 antagonist: 2%

What do the screens show for `CCOC(=O)CCSc1nc(C)c2cc(C)ccc2n1`?
D3 antag: 34; TDP-43 yeast inh: -1%; EPAC2 agonist: 9%; DRD3 agonist: -4; aSyn rescue: 1%; Abeta yeast res: -13%; FUS suppressor: 2%; EPAC2 antagonist: -5%

What do the screens show for `CC(C)Cn1c2ccccc2c2cc(C(=O)O)ccc21`?
D3 antag: -12; TDP-43 yeast inh: -4%; EPAC2 agonist: -4%; DRD3 agonist: -13; aSyn rescue: 25%; Abeta yeast res: -11%; FUS suppressor: 16%; EPAC2 antagonist: 3%

Results for CNC(=O)C(=O)Nc1cc2c3c(c1)CCC(=O)N3CCC2 ?
D3 antag: 1; TDP-43 yeast inh: 8%; EPAC2 agonist: 6%; DRD3 agonist: -3; aSyn rescue: -1%; Abeta yeast res: 7%; FUS suppressor: 5%; EPAC2 antagonist: -1%

Results for CCOc1ccccc1NC(=O)c1ccc(OCC(=O)N2CCOCC2)c(OC)c1 ?
D3 antag: 4; TDP-43 yeast inh: inconclusive; EPAC2 agonist: -4%; DRD3 agonist: 0; aSyn rescue: 7%; Abeta yeast res: -3%; FUS suppressor: 15%; EPAC2 antagonist: 2%

How did CCCn1c(C)cc(C(=O)COC(=O)c2cc(S(=O)(=O)NCC(C)C)c(Cl)cc2Cl)c1C do in these assays?
D3 antag: -11; TDP-43 yeast inh: 17%; EPAC2 agonist: 5%; DRD3 agonist: -4; aSyn rescue: 5%; Abeta yeast res: 24%; FUS suppressor: 19%; EPAC2 antagonist: 2%

What do the screens show for `CC(C)(C)C1=Nn2c(nnc2-c2n[nH]c3c2CCC3)SC1`?
D3 antag: inconclusive; TDP-43 yeast inh: -1%; EPAC2 agonist: 14%; DRD3 agonist: -9; aSyn rescue: -19%; Abeta yeast res: -6%; FUS suppressor: 19%; EPAC2 antagonist: 2%

Results for COC(=O)c1nc(NC(=O)c2ccccc2Br)n[nH]1 ?
D3 antag: -8; TDP-43 yeast inh: -17%; EPAC2 agonist: 7%; DRD3 agonist: -3; aSyn rescue: -2%; Abeta yeast res: 2%; FUS suppressor: -2%; EPAC2 antagonist: 8%

What do the screens show for `CC(=O)NCCC(=O)Nc1ccc(C)c(F)c1`?
D3 antag: -27; TDP-43 yeast inh: -3%; EPAC2 agonist: 0%; DRD3 agonist: -3; aSyn rescue: -18%; Abeta yeast res: 8%; FUS suppressor: -10%; EPAC2 antagonist: 4%

What do the screens show for `CCC(CC)c1nnc(NC(=O)CCNC(=O)c2ccccc2Cl)s1`?
D3 antag: 11; TDP-43 yeast inh: 15%; EPAC2 agonist: 7%; DRD3 agonist: 7; aSyn rescue: 6%; Abeta yeast res: 1%; FUS suppressor: 11%; EPAC2 antagonist: 2%

How did O=C(c1cc(C2CC2)on1)N1CCOCC1 do in these assays?
D3 antag: 5; TDP-43 yeast inh: 20%; EPAC2 agonist: -5%; DRD3 agonist: 0; aSyn rescue: 1%; Abeta yeast res: -3%; FUS suppressor: -29%; EPAC2 antagonist: -1%

How did CC(C)CNC(=O)C(=O)NCC1OCCCN1S(=O)(=O)c1cccs1 (stereo unspecified) do in these assays?
D3 antag: 8; TDP-43 yeast inh: 15%; EPAC2 agonist: 4%; DRD3 agonist: -5; aSyn rescue: -5%; Abeta yeast res: 11%; FUS suppressor: -1%; EPAC2 antagonist: -3%

What do the screens show for `CCOC(=O)C1(Cc2cccc(Cl)c2)CCCN(C(=O)CCOC)C1` (stereo unspecified)?
D3 antag: -3; TDP-43 yeast inh: -7%; EPAC2 agonist: -3%; DRD3 agonist: -15; aSyn rescue: -1%; Abeta yeast res: 5%; FUS suppressor: 9%; EPAC2 antagonist: -10%

What do the screens show for `O=c1cc(CN2CCN(Cc3ccccc3)CC2)c2ccc(O)cc2o1`?
D3 antag: 6; TDP-43 yeast inh: 6%; EPAC2 agonist: 8%; DRD3 agonist: -12; aSyn rescue: 6%; Abeta yeast res: -10%; FUS suppressor: 8%; EPAC2 antagonist: -4%

How did CCN(CC(=O)Nc1c(F)cccc1F)C(=O)c1ccc(S(=O)(=O)N2CCCCC2)cc1 do in these assays?
D3 antag: -19; TDP-43 yeast inh: 15%; EPAC2 agonist: -1%; DRD3 agonist: 4; aSyn rescue: 2%; Abeta yeast res: -4%; FUS suppressor: 6%; EPAC2 antagonist: 7%

What do the screens show for `CSc1ccc(CNC(=O)CN2C(=O)C3CCCCN3c3ccc(C(=O)N4CCCC4)cc32)cc1` (stereo unspecified)?
TDP-43 yeast inh: 0%[9.22 µM]; DRD3 agonist: 3; Abeta yeast res: -4%; FUS suppressor: inconclusive

How did Cc1cc(C)n2c(SCc3nnc(-c4cccs4)o3)nnc2n1 do in these assays?
D3 antag: -15; TDP-43 yeast inh: -16%; EPAC2 agonist: 17%; DRD3 agonist: -2; aSyn rescue: -1%; Abeta yeast res: -17%; FUS suppressor: 43%; EPAC2 antagonist: -1%

Results for N#CCCN(C(=O)CN1CCN(S(=O)(=O)c2ccc(Cl)s2)CC1)c1ccc(F)cc1 ?
D3 antag: 11; TDP-43 yeast inh: 11%; EPAC2 agonist: -1%; DRD3 agonist: -2; aSyn rescue: 1%; Abeta yeast res: 13%; FUS suppressor: 17%; EPAC2 antagonist: 5%

What do the screens show for `Nc1ncc(Br)cc1S(=O)(=O)N1CCCCCC1`?
D3 antag: -21; TDP-43 yeast inh: 6%; EPAC2 agonist: 6%; DRD3 agonist: 5; aSyn rescue: inconclusive; Abeta yeast res: 23%; FUS suppressor: -22%; EPAC2 antagonist: -2%

What do the screens show for `COc1ccc(S(=O)(=O)N2CCC(C(=O)NCCC3=CCCCC3)CC2)cc1C`?
D3 antag: -9; TDP-43 yeast inh: -10%; EPAC2 agonist: 7%; DRD3 agonist: -5; aSyn rescue: 12%; Abeta yeast res: 16%; FUS suppressor: inconclusive; EPAC2 antagonist: 1%

How did CCCCCCCCNS(=O)(=O)CCNCc1ccccc1 do in these assays?
D3 antag: -18; TDP-43 yeast inh: -3%; EPAC2 agonist: -15%; DRD3 agonist: 5; aSyn rescue: -36%[inhibitor]; Abeta yeast res: -19%; FUS suppressor: 29%; EPAC2 antagonist: -20%

What do the screens show for `COc1ccc(N(CC(=O)NCCc2ccc(Cl)cc2)S(=O)(=O)c2c(C)nn(C)c2C)cc1`?
TDP-43 yeast inh: 16%; DRD3 agonist: 0; Abeta yeast res: 6%; FUS suppressor: 21%

What do the screens show for `Cn1c(=O)n(C)c2cc(N3CCCCC3)c(NC(=O)c3cccc(Cl)c3)cc21`?
D3 antag: -8; TDP-43 yeast inh: -9%; EPAC2 agonist: -7%; DRD3 agonist: 0; aSyn rescue: -5%; Abeta yeast res: -29%; FUS suppressor: 3%; EPAC2 antagonist: 7%

What do the screens show for `COc1ccc(Cl)cc1NC(=O)Cn1ncc2c3ccccc3n(C)c2c1=O`?
TDP-43 yeast inh: -20%; DRD3 agonist: -12; Abeta yeast res: -13%; FUS suppressor: -16%

Screening results from PubChem.
